CHX counter – Cycloheximide Counterscreen for Small Molecule Inhibitors of Shiga Toxin; cell reporter, cycloheximide protein synthesis inhibition counterscreen; max response, %; actives 12% (n = 300,000); AID 2314, 2010; in the data active means max response mostly above about 13%, no sharp cut-off; inactive means mostly below about 14%; further: read at 38.3 µM for the half of the compounds with a filed dose; 0% is about no effect
Shiga toxin inh – A qHTS for Small Molecule Inhibitors of Shiga Toxin | inhibition, % at 38.7 µM | Vero cells, Shiga toxin protein synthesis inhibition reporter | actives 9.2% (n = 290,000); in the data active means inhibition mostly above about 28%, no sharp cut-off; inactive means mostly below about 43%; further: 0% is about no effect
Pf growth 48h – Primary qHTS for delayed death inhibitors of the malarial parasite plastid, 48 hour incubation; P. falciparum luciferase growth in erythrocytes, 48 h; Potency, µM (highest dose often 28.7 µM), inactives show at the highest dose activity change, negative = inhibition, usual class: inhibitors; actives 5.9% (n = 310,000); AID 504832, 2011; further: potency means the concentration at half of the fitted maximal effect; on the % scale 0 is the no-effect control and ±100 the full control effect
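Cell-based growth assay: transgenic P. falciparum expressing firefly luciferase, cultured in red cells within RPMI 1640 containing 0.5% w/v Albumax, 24 mM bicarbonate and gentamycin. A drop in luciferase activity indicates inhibition.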
Pf growth 96h – Primary qHTS for delayed death inhibitors of the malarial parasite plastid, 96 hour incubation; P. falciparum luciferase reporter growth, 96 h; Potency, µM (top dose mostly 28.7 µM), inactives show at the top dose activity change, negative = inhibition, hits mostly inhibitors; actives 6.9% (n = 320,000); further: potency means the concentration at half of the fitted maximal effect; on the % scale 0 is the no-effect control and ±100 the full control effect
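Cell-based qHTS: luciferase-tagged P. falciparum in erythrocytes (2% hematocrit, 0.05% parasitemia final) incubated with compounds for 96 hours, 37 C, 5% CO2; luciferase detection reagent then added and luminescence measured.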
HCV inhibitor – qHTS Assay for Inhibitors of Hepatitis C Virus (HCV). Huh7.5.1 HCVcc-Cre infection, luciferase reporter, 44 h. Potency, µM (doses to about 41.8 µM), without a hit: top-dose activity change, negative = inhibition, hits mostly inhibitors. actives 3.4% (n = 340,000). AID 651820, 2012; further: potency means the concentration at half of the fitted maximal effect; on the % scale 0 is the no-effect control and ±100 the full control effect
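Reporter virus HCVcc-Cre (~0.5 moi) infects cells exposed to compound; seeding density 1,000 cells/well with 4 h settling beforehand. Luminescence, 15 sec read, taken 44 h post-infection following a 15 min RT substrate incubation.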
Giardia FBPA inh – qHTS Assay for Inhibitors of Fructose-1,6-bisphosphate Aldolase from Giardia Lamblia; A8B2U2; purified Giardia FBPA; Potency, µM (doses to about 59.6 µM), for inactives: top-dose activity, negative = inhibition, hits mostly inhibitors; actives 0.71% (n = 290,000); AID 2451, 2010; further: potency means the concentration at half of the fitted maximal effect; on the % scale 0 is the no-effect control and ±100 the full control effect; nearly all actives have a fitted effect of over 55% in size
Target sequence (A8B2U2 whole entry, looked up): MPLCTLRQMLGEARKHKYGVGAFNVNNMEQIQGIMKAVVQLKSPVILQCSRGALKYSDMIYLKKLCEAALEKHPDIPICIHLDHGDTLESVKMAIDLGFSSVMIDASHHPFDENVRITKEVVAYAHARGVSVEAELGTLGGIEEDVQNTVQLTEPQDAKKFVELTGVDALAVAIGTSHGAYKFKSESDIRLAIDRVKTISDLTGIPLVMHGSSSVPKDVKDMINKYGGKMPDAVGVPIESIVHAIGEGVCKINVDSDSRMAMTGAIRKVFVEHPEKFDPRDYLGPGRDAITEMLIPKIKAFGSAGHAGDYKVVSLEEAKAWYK
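40 nM FBPA preincubated 10 min at RT with compound (up to 57.5 uM final), then substrate plus GAPDH/TPI/NAD/arsenate coupling and diaphorase/resazurin added. Fluorescence read after 20 min at RT, 525/598 nm.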
An asterisk follows results filed as active; ? = inconclusive; nt = not tested or not shown; & = joins results of further samples; ! = not active in a repeat; [ ] = remark or other dose. Unless noted, the call rests on the fitted dose curve; in most records, active means well fitted curve in the direction sought with a large enough effect; inconclusive means small, poorly fitted or top-dose-only effect, or another doubt; inactive means no such curve, though single readings can be large; an effect the other way counts as inactive or inconclusive. Random draw from the library; about 24% have a hit in one of these screens.

SMILES	CHX counter	Shiga toxin inh	Pf growth 48h	Pf growth 96h	HCV inhibitor	Giardia FBPA inh
Cc1ccc(OCc2cc(C(=O)NC(C)Cc3cccnc3)no2)cc1C (configuration not stated)	35*	98*	-1%	19%	?	nt
CN(Cc1ccc(F)cc1Cl)S(=O)(=O)c1cccs1	15	39	-14%	0%	-6%	nt
O=C1CCCN1CCCNc1ccc(S(=O)(=O)N2CCCCC2)cn1	8	-6	14%	86%[activator]	3%	3%
O=C(NCc1cccc(CNC(=O)c2ccco2)c1)c1ccco1	-3	-13	nt	47%[activator]	6%	0%
CC(=O)c1ccc(Cc2cnc(N)s2)cc1	13	7	31%[activator]	?	7%	5%
CC(C(=O)Nc1ccc(N2CCOCC2)cc1)N1C(=O)c2ccccc2C1=O (configuration not stated)	-2	-5	9%	19%	16%	-20%
CCc1cc(C(=O)N/N=C/c2ccc(O)cc2)c2ccccc2n1	2	-8	11%	4%	?	-6%
COc1ccc(S(=O)(=O)N2CCC(NC(=O)N3CCOCC3)CC2)cc1	12	-3	-25%	15%	15%	2%
O=C(C1CCCCN1S(=O)(=O)c1ccccc1[N+](=O)[O-])N1CCOCC1 (configuration not stated)	-2	-11	26%	?	20%	-2%
Cc1ccc(CNc2nc(-c3cccnc3)nc3ccccc23)cc1	8	-2	6.6µM*	?	?	-3%
CCc1c(C)nc(SCC(=O)c2ccc(C)c(C)c2)[nH]c1=O	19*	44	-3%	-2%	-7%	-7%
O=C(NC1CCCC1)c1ncn[nH]1	-1	7	-7%	6%	34%[activator]	-17%
COc1cc(/C=N/NC(=S)NCCN2CCOCC2)cc(OC)c1OC	6	-2	24%	72%[activator]	17%	?
Cc1ccc2oc(-c3cccc(N)c3)nc2c1	26*	58*	nt	-15%	-11%	-9%
O=C(c1ccc2c3c(cccc13)CC2)C1CCCN(Cc2cccnc2)C1 (configuration not stated)	-1	-21	1.7µM*	?	22µM*	-1%
CC(Sc1nncn1C)C(=O)Nc1cc(C(F)(F)F)ccc1N1CCOCC1 (configuration not stated)	-1	-3	-8%	?	-6%	3%
CCCOC(=O)c1ccc2c(c1)C(=O)N(c1ccccc1)C2=O	-2	-13	nt	12µM*	-3%	5%
CCc1ccc(CNC(=O)CCc2nnc(Cc3cccc(C(F)(F)F)c3)o2)nc1	0	11	0%	-6%	1%	-2%
C(=C\c1ccco1)/C=N/n1cnnc1	4	26	17%	24%	12%	?
Nc1nnc(SCC(=O)c2ccccc2)s1	19	56	27%	-10%	5%	-1%
O=C(Nn1c(O)c(C=C2N=c3ccccc3=N2)sc1=S)c1ccccc1	-1	-20	nt	?	?	-1%
O=C(COc1cccc(OC(F)F)c1)Nc1ccc(SC(F)F)cc1	-3	-20	-4%	-6%	-26%	-6%
O=C(CSc1n[nH]c(=O)n1C1CC1)NCc1ccccc1	12	9	?	-2%	5%	8%
C=CCn1c(SCC(=O)Nc2nnc(C)s2)nnc1C1CC1	16*	-23	22%	25%	11%	nt
COc1ccccc1C(=O)Nc1cccc(NC(C)=O)c1	7	22	10%	0%	11%	-26%

Seven structures out of the list, arranged by length of the SMILES, falling:
SMILES	CHX counter	Shiga toxin inh	Pf growth 48h	Pf growth 96h	HCV inhibitor	Giardia FBPA inh
CCc1ccc(CNC(=O)CCc2nnc(Cc3cccc(C(F)(F)F)c3)o2)nc1	0	11	0%	-6%	1%	-2%
CC(C(=O)Nc1ccc(N2CCOCC2)cc1)N1C(=O)c2ccccc2C1=O (configuration not stated)	-2	-5	9%	19%	16%	-20%
Cc1ccc(OCc2cc(C(=O)NC(C)Cc3cccnc3)no2)cc1C (configuration not stated)	35*	98*	-1%	19%	?	nt
CCc1c(C)nc(SCC(=O)c2ccc(C)c(C)c2)[nH]c1=O	19*	44	-3%	-2%	-7%	-7%
CCCOC(=O)c1ccc2c(c1)C(=O)N(c1ccccc1)C2=O	-2	-13	nt	12µM*	-3%	5%
CN(Cc1ccc(F)cc1Cl)S(=O)(=O)c1cccs1	15	39	-14%	0%	-6%	nt
COc1ccccc1C(=O)Nc1cccc(NC(C)=O)c1	7	22	10%	0%	11%	-26%

Returning to the listing, starting 2 compounds before the break.
SMILES	CHX counter	Shiga toxin inh	Pf growth 48h	Pf growth 96h	HCV inhibitor	Giardia FBPA inh
C=CCn1c(SCC(=O)Nc2nnc(C)s2)nnc1C1CC1	16*	-23	22%	25%	11%	nt
COc1ccccc1C(=O)Nc1cccc(NC(C)=O)c1	7	22	10%	0%	11%	-26%
O=S(=O)(c1cnc[nH]1)N1CCN(c2ccc(Cl)cc2)CC1	-1	-13	nt	?	6%	0%
COc1ccc(C(N)=S)cc1	-1	11	3%	8%	31%[activator]	1%
CC(C)(CO)CNC(=O)CCc1nnc(C2(c3ccc(Cl)cc3)CCC2)o1	4	11	-6%	?	-6%	-2%
O=C(CSc1nnc(-c2ccccc2)o1)NC1CCS(=O)(=O)C1 (configuration not stated)	0	-7	17%	-18%	-1%	13%
Cc1ccc(C(O)(C(=O)NNS(=O)(=O)c2ccc(C)cc2)c2ccc(C)cc2)cc1	-3	-3	-1%	-36%	16%	3%
CC12CCC(C/C1=N/OC(=O)c1cccc([N+](=O)[O-])c1)C2(C)C (configuration not stated)	5	-8	-15%	22%	2%	-2%
COc1ccc(/C=C/C(=O)c2ccc3c(c2)OCO3)c(OC)c1	59*	61*	192%[activator]	194%[activator]	-11%	-4%
CC(C)c1ccc(CN(C(=O)c2cc3ccccc3oc2=O)C2CCS(=O)(=O)C2)cc1 (configuration not stated)	15	-1	3%	nt	14%	0%
CC(C)(C)NC(=O)c1ccc(C(=O)NC(C)(C)C)cc1	-2	2	11%	59%[activator]	21%	2%
O=C(O)C1C2CCC(O2)C1C(=O)Nc1cnn(Cc2ccccc2)c1 (configuration not stated)	24	-8	nt	26%	8%	-5%
CC(=O)c1cccc(OCc2cc(C(=O)N3C[C@H]4CC[C@H]3C4)no2)c1	50*	82*	41%[activator]	?	?	nt
COCCCNC(=O)c1ccc2c(c1)ncn2-c1ccc(C)cc1C	-1	-3	12µM*	0%	-13%	0%
O=C(OCCN1CCCCC1)c1cc2ccccc2o1	1	4	nt	-7%[5.75 µM]	26%	-12%
Fc1ccc(Cn2cc(C(=S)N3CCOCC3)c3ccccc32)cc1	1	-13	-4%	-8%	-15%	-20%
O=C(c1ccc(Br)cc1)N1CCCC(c2nc(-c3cccs3)no2)C1 (configuration not stated)	-1	38	10%	?	9%	2%
CC(=O)N1CCCc2cc(S(=O)(=O)NCCC3=CCCCC3)ccc21	1	-6	-5%	6%	?	6%
O=C(CSc1ncccn1)NCc1ccccc1	18*	54	36%[activator]	-20%	17%	2%
COc1ccc(Cc2nnc(Nc3ccc(C)cc3)o2)cc1OC	-3	-9	2.9µM*	?	?	-9%
Cc1cccc(N2CCc3c2nc2ccccc2c3N)c1	17*!	27*!	?	10µM*	8.9µM*	?
c1coc(Cn2c(-c3ccco3)nc3ccccc32)c1	17*	45*	39%	-1%[5.75 µM]	-17%	-10%
O=C(O)c1cc2ccccc2cc1Nc1ccccc1	-1	26	38%[activator]	63%[activator]	1%	27%
Cc1ccc(N(CC(=O)Nc2ccc(F)cc2)S(=O)(=O)N2CCCC2)cc1	-3	-13	0%	79%[activator]	-1%	0%
COc1ccc(Cn2c(O)c(C=Nc3c(C)n(C)n(-c4ccccc4)c3=O)c(=O)[nH]c2=O)cc1	-2	-4	0%	-12%	16%	5%
COC(=O)[C@@H]1C[C@@]2(O)[C@H](O)[C@H](O)[C@H](O)C[C@H]2N1Cc1ccc(-c2ccccc2)cc1	1	-6	52%[activator]	-3%	28%	1%&6%
Cc1ccc(C(=O)OCC(=O)Nc2ncc(C(F)(F)F)cc2Cl)cc1NC(=O)c1ccco1	-6	-15	nt	?	13%	5%

(more compounds)
SMILES	CHX counter	Shiga toxin inh	Pf growth 48h	Pf growth 96h	HCV inhibitor	Giardia FBPA inh
O=S(=O)(Cc1ccccc1)N=Nc1c(O)[nH]c2ccc(Br)cc12	-1	-10	-8%	?	23%	?
CC(=O)Nc1ccccc1C(=O)OCc1cccc(F)c1	26*	42	41%[activator]	13%	?	-1%
COc1cc(/C=N/N(C)c2ccccc2)cc(Cl)c1O	38*	123	5%	nt	?	-13%
Cc1ccc(-n2c(=O)c3c(C)c(C)sc3n(Cc3cc(=O)n4ccccc4n3)c2=O)cc1C	-6	-4	1%	3%	0%	-13%
CC(C)n1c(N2CCN(C(=O)Nc3ccc(F)cc3F)CC2)nc2ccccc21	8	17	?	?	-24%	11%
Cc1ccc(NC(=O)c2cc(-c3ccc(C)c(C)c3O)n[nH]2)cc1C	0	6	?	?	?	20%
Cc1ccc(S(=O)(=O)N2CCN(C)CC2)cc1[N+](=O)[O-]	-1	-8	32%[activator]	214%[activator]	10%	2%
Cc1cc(C)c(S(=O)(=O)N2CCN(C)CC2)c(C)c1	-3	-7	nt	1%	8%	-8%
O=C(CSc1ccc(-c2ccccn2)nn1)c1ccccc1	49*	87*	100%[activator]	0%	-19%	?
Cc1[nH]c2ccccc2c1SCC(=O)N1CCCCCC1	3	-4	-11%	47%[activator]	3%	-1%
Cc1nn(-c2ccccc2)c2c1CC1(C(=O)N(C)C(=O)N(C)C1=O)C1CCCCN21 (configuration not stated)	-1	-4	?	-3%	3%&11%	0%
COCCCN1C(=O)CC(C(=O)OC)=C1C	3	-6	17%	-21%	4%	1%
C/[N+]([O-])=C\c1ccc([N+](=O)[O-])o1	8	-8	?	?	-4%	-23%
CC1CC(=O)N(Cc2ccccc2)c2ccccc2N1C=O (configuration not stated)	-2	8	-16%	nt	10%	6%
CN1CCN(C(=O)COc2ccc(C(C)(C)C)cc2Br)CC1	0	-17	nt	nt	1%	0%
Cc1nc(-c2coc3cc(OCC(=O)O)ccc3c2=O)cs1	-2	-16	?	52%[activator]	23%	1%
COCCNC(=O)Cc1ccc(Br)cc1	8	-9	?	47%[activator]	7%	-5%
CCn1c(SCC(=O)NCc2ccco2)nc2cccnc21	9	-2	10%	nt	-4%	9%
O=C(COC(=O)c1ccccc1[N+](=O)[O-])Nc1cccnc1Cl	nt	nt	-19%	13%	5%	nt
O=C(N/N=C/c1cccnc1)c1ccc(CN2c3cccc4cccc(c34)S2(=O)=O)cc1	-2	-12	14%	?	?	-1%
Cc1ccc(S(=O)(=O)NN2C(=O)c3ccccc3NC2c2ccccc2)cc1 (configuration not stated)	24*	98*	-1%	?	?	3%
O=C(c1ccc(-c2nnc(Nc3cccc(Cl)c3)c3ccccc23)cc1)N1C[C@H]2C[C@H](C1)c1cccc(=O)n1C2	1	-20	13µM*	6.6µM*	-27%	-1%
CCOc1ccccc1-n1c(SCC(=O)N(CC)CC)nnc1-c1ccccn1	-3	-3	-24%	nt	15%	0%

Single records, as listed above.
Listed for `COCCCN1C(=O)CC(C(=O)OC)=C1C` → CHX counter: 3; Shiga toxin inh: -6; Pf growth 48h: 17%; Pf growth 96h: -21%; HCV inhibitor: 4%; Giardia FBPA inh: 1%
Listed for `CC1CC(=O)N(Cc2ccccc2)c2ccccc2N1C=O` (configuration not stated) → CHX counter: -2; Shiga toxin inh: 8; Pf growth 48h: -16%; Pf growth 96h: nt; HCV inhibitor: 10%; Giardia FBPA inh: 6%
Listed for `CC(C)n1c(N2CCN(C(=O)Nc3ccc(F)cc3F)CC2)nc2ccccc21` → CHX counter: 8; Shiga toxin inh: 17; Pf growth 48h: ?; Pf growth 96h: ?; HCV inhibitor: -24%; Giardia FBPA inh: 11%

Screening results as filed in PubChem.
